FXIa inh: factor XIa (human) inhibition; inhibition, % at 5 µM; 220,000 compounds, 0.14% hits; purified FXIa, Boc-Glu-Ala-Arg-AMC fluorogenic substrate;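 active means inhibition of at least 40%; inactive means inhibition below 40%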;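 further: fluorescence of freed AMC excited at 355 nm; 0% = enzyme without compound and 100% = no enzyme blank; many of its hits are not listed in these tables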
thrombin 1536: blocks human thrombin protease activity; AID 1046; P00734; alpha-thrombin, Boc-VPR-AMC fluorogenic substrate cleavage; inhibition, % at 5 µM; 220,000 compounds, 0.26% hits;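 active means inhibition at or above 40%; inactive means inhibition below 40%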;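 further: 0% = enzyme with no compound and 100% = wells without enzyme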
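Assay system: human alpha-thrombin enzyme. Reagent: Boc-VPR-AMC substrate, 15 µM final. Compound dosing: one concentration per compound, 5 µM, with 0.2% DMSO. Incubation: room-temperature reaction. Technique: AMC fluorescence, 355/460 nm. Measure: % inhibition relative to enzyme controls and enzyme-free blanks.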
Cl transport mod: KCC2 (human) Cl- transport modulation. Q9H2X9. 190,000 compounds, 2.2% hits. B-score of Tl+ flux slope (higher = more flux/activation; lower = inhibition) at 10 µM. KCC2 cells, thallium flux FluoZin-2 fluorescence;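 active means thallium flux slope and its plate-corrected score both differing from the plate sample mean at a set confidence after two filtering rounds, in either direction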;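 further: slope of fluorescence scaled to starting intensity during 10 to 20 s after thallium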
Furin inh: blocks human furin protease activity; P09958; purified furin, fluorogenic substrate cleavage; inhibition, % at 30 µM; 220,000 compounds, 0.061% hits; AID 463115; in the data active means inhibition above about 25%; further: inactives centre near -15
p97 inhibitor: human p97 ATPase inhibition | P55072 | recombinant p97 ATPase, Kinase-Glo ATP luminescence, 3 h | inhibition, % at 8 µM | 220,000 compounds, 0.42% hits | AID 1481; in the data active means inhibition above about 15%;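 further: 0% = DMSO vehicle and 100% = wells lacking enzyme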
Target sequence (P55072 whole entry, looked up): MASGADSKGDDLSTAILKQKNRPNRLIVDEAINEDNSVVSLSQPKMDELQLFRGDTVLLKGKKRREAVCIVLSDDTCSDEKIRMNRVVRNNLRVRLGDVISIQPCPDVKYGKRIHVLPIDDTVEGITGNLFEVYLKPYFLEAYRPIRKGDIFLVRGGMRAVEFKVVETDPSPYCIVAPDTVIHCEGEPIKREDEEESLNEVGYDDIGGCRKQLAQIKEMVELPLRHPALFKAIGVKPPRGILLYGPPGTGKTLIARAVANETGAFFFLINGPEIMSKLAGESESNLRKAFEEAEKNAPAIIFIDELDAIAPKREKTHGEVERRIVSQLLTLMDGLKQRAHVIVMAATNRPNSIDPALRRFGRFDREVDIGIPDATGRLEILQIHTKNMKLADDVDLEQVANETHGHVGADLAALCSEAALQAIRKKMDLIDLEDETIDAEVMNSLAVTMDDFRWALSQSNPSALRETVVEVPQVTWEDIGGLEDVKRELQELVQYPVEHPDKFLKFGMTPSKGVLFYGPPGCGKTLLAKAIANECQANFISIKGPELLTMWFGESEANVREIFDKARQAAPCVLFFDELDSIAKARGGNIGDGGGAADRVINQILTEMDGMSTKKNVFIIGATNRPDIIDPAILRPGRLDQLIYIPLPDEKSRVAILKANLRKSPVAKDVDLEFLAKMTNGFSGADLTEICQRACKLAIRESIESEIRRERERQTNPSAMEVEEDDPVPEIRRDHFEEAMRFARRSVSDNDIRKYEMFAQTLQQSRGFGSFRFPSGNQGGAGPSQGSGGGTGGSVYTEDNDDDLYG
hK5 inh: kallikrein 5 (human) inhibition; Q9Y337; recombinant hK5, fluorogenic AMC substrate cleavage; 210,000 compounds, 0.59% hits; inhibition, % at 5 µM;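 active means inhibition of 40% or more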;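 further: 0% = enzyme controls without compound and 100% = no-enzyme blanks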
Target sequence (Q9Y337 67-293 limits assumed): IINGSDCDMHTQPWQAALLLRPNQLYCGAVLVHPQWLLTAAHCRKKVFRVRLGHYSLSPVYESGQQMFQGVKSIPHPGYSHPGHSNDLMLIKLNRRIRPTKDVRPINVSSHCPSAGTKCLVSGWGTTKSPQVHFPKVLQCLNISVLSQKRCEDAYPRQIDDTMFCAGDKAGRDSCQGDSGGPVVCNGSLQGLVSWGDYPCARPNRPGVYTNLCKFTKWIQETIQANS
FXIIa inh 1536: inhibitors of human coagulation factor XIIa. AID 800. purified FXIIa, Boc-QGR-AMC fluorogenic substrate, 2 h. P00748. 220,000 compounds, 0.3% hits. inhibition, % at 5 µM; in the data active means inhibition above about 40%;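 further: 0% = enzyme with no compound and 100% = blank without enzyme; many of its hits are not listed in these tables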
Wee1 stabilizer: inhibitors of human Wee1 degradation. P30291. HeLa Luc-Wee1K328M stability, luciferase luminescence; 100% = proteasome inhibitor MG132 effect. reporter increase, % at 5 µM. 220,000 compounds, 1.2% hits. AID 1321;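 active means activation above the mean of all tested compounds plus 3 SD, set per screening run, cut at about 8.8% in these data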;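 further: cells exposed to compound for 20 h before luminescence read; 0% = DMSO alone and 100% = MG132 at 30 µM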
PERK inh: human PERK inhibition, primary cell-based screen; CHO PERK-DD fusion, SEAP luminescence translation reporter; Q9NZJ5; 220,000 compounds, 0.17% hits; AID 1416; inhibition, % at 5.6 µM;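 active means inhibition above the mean inhibition of all tested compounds plus 3 SD, set separately per screening campaign, cut at about 2.9% in these data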;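 further: PERK kinase domain activated by AP20187 dimerizer at 100 nM; 0% = DMSO with dimerizer and 100% = rapamycin at 8.4 µM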
Active calls of the source: *; nt = not tested or not shown; [ ] = dose if it differs, or a comment.

The opening four compounds, to show the layout:
FXIa inh	thrombin 1536	Cl transport mod	Furin inh	p97 inhibitor	hK5 inh	FXIIa inh 1536	Wee1 stabilizer	PERK inh	mol
2	-12	0.49	-17	0	12	5	6	0.0	O=C(O)c1ccccc1-n1c2ccccc2c2ccccc21
20	-7	-0.76	-21	-1	0	17	-2	0.8	Cc1ccc2nc(Cl)c(C3CC(c4cccs4)=NN3C(=O)CCC(=O)O)cc2c1 (stereo unspecified)
-9	-2	0.4	-27[20 µM]	-4	-5	-10	2	-0.3	CCN(CC)C(=O)CN1C(=O)C2(OCC(C)(c3ccccc3)CO2)c2ccccc21 (stereo unspecified)
1	4	-0.038	2	7	14	3	1	0.3	Cc1c(Br)c([N+](=O)[O-])nn1CCCC(=O)Nc1sc2c(c1C#N)CCC2

Main list, from the first entry:
FXIa inh	thrombin 1536	Cl transport mod	Furin inh	p97 inhibitor	hK5 inh	FXIIa inh 1536	Wee1 stabilizer	PERK inh	mol
2	-12	0.49	-17	0	12	5	6	0.0	O=C(O)c1ccccc1-n1c2ccccc2c2ccccc21
20	-7	-0.76	-21	-1	0	17	-2	0.8	Cc1ccc2nc(Cl)c(C3CC(c4cccs4)=NN3C(=O)CCC(=O)O)cc2c1 (stereo unspecified)
-9	-2	0.4	-27[20 µM]	-4	-5	-10	2	-0.3	CCN(CC)C(=O)CN1C(=O)C2(OCC(C)(c3ccccc3)CO2)c2ccccc21 (stereo unspecified)
1	4	-0.038	2	7	14	3	1	0.3	Cc1c(Br)c([N+](=O)[O-])nn1CCCC(=O)Nc1sc2c(c1C#N)CCC2
-5	-7	1.2	-4	0	-211	-14	1	2.0	CCC(C)NC(=O)c1c(N)n(/N=C/c2cccs2)c2nc3ccccc3nc12 (stereo unspecified)
2	-2	0.28	-27	6	5	9	0	0.8	C/C=C(\C)C(=O)NCCN1C2=NC[C@@H](Cc3ccccc3)N2C[C@H]1Cc1ccc(O)cc1
-5	-3	nt	-17[20 µM]	-2	-4	1	-1	-0.2	Clc1cccc(Nc2ncnc3ccc(Br)cc23)c1
-13	-10	-0.27	-14[20 µM]	2	-21	1	1	-0.3	Nc1ccc(-n2cnc3cc([N+](=O)[O-])ccc32)cc1
2	2	-0.078	-5[20 µM]	-2	0	17	-3	-1.0	CCc1nc2sc3c(c2c(=O)o1)CCCC3
2	-1	-0.3	-24	-4	3	10	1	0.0	CN(C(=O)c1cccnc1)c1nnc(-c2ccccn2)s1
10	5	0.21	-17[20 µM]	1	8	17	5	-0.6	CCOC(=O)N1CCN(C(=O)/C(=C/c2cccc3ccccc23)NC(=O)c2ccc(OC)cc2)CC1
1	3	-0.38	-28	2	2	11	2	1.5	CC(=O)CCc1oc2ccccc2c1-c1ccccc1
-13	2	nt	-10[20 µM]	-8	-19	-12	-2	-1.0	Cc1ccc(-c2nc3cccnc3o2)cc1NC(=O)COc1ccc(C(C)(C)C)cc1
2	3	-1.6	-20	6	5	13	1	1.1	CCOc1ccccc1/C=C(\C#N)C(=O)Nc1cccc(C(=O)O)c1
-9	-4	0.47	-18[20 µM]	1	-14	2	0	1.0	Cc1c(CCOC(=O)CC23CC4CC(CC(C4)C2)C3)sc[n+]1Cc1ccccc1
1	2	-0.26	-4[20 µM]	-9	0	7	7	-0.1	O=C(CSc1nnc(-c2cccc(Cl)c2)o1)Nc1ccc2c(c1)OCCO2
5	-7	0.29	-2	0	-6	10	0	0.8	Cc1cc2cc(CNS(=O)(=O)c3ccc4ccccc4c3)ccc2n1C
5	nt	-1	-33	6	2	9	-1	0.9	O=C1CCCC2=C1C(c1ccsc1)CC(=O)N2c1ccccc1F (stereo unspecified)
-9	-3	1.4	-6	-10	-3	-2	1	0.2	CC(C)(C)OC(=O)N1CCC(C(=O)N[C@@H](Cc2ccccc2)C(=O)O)(c2ccccc2)CC1
6	1	0.5	-16	0	-23	3	-3	0.7	N/C(CCN1CCOCC1)=N/O
-9	1	0.12	-10	0	-28	0	-3	-0.4	CCCSc1nc(NCc2ccco2)c2c3c(sc2n1)COC(C)(CC)C3 (stereo unspecified)
3	3	0.22	-17[20 µM]	-3	3	7	-3	-0.1	Cc1ccc(S(=O)(=O)c2ccc(C)cc2)cc1
3	-2	0.52	-7[20 µM]	1	-6	-10	-2	0.6	O=C(NCc1ccco1)C1CCN(C(=O)Cc2ccccc2)CC1
2	-1	-0.3	-19	6	-7	9	4	0.0	COc1cccc(C2CC(c3cccs3)Nc3ncnn32)c1 (stereo unspecified)
9	-3	0.07	-15	0	-11	10	6	1.1	C/C(=N\NC(=O)c1ccco1)c1ccc(NC(=O)c2cccs2)cc1
8	-4	-0.93	-6[20 µM]	-4	-9	12	-2	0.3	O=C(Nc1ccc(Cl)cc1)N1CCN(c2ccccc2)CC1
8	4	nt	-25	2	-22	25	-1	1.1	Cc1cccc(OCCOC(=O)C2CCN(S(=O)(=O)c3cccs3)CC2)c1
1	-1	nt	-15	3	-15	3	-2	-0.7	Cc1cc(C)c2c3c(sc2n1)C(=O)N(C)CC(=O)N3
4	-4	-0.75	-45	-2	21	2	1	-0.1	Oc1ccc(Br)cc1C=Nc1cccn2cc(-c3ccccc3)nc12
-5	-8	-0.048	-32	4	-3	3	6	-0.1	CCOCc1nnc(NC(=O)c2cc(OC)c(OC)c(OC)c2)s1

The results go on:
FXIa inh	thrombin 1536	Cl transport mod	Furin inh	p97 inhibitor	hK5 inh	FXIIa inh 1536	Wee1 stabilizer	PERK inh	mol
-3	2	-0.15	-24	-2	-7	8	0	0.1	O=C(Cn1cnc([N+](=O)[O-])n1)N/N=C/c1cccc(Cl)c1
-1	-5	nt	-5	-6	-1	1	0	-1.6	CC1CN(C(=O)/C(C#N)=C2\N=C(NC(=O)c3ccc(F)cc3)c3ccccc32)CC(C)O1 (stereo unspecified)
-4	1	-0.16	-16	6	-7	9	0	-0.2	CCCC1c2ccsc2CCN1C(=S)NC (stereo unspecified)
-7	-5	-0.17	-19[20 µM]	1	-12	-2	1	-0.5	Cc1ccc(-n2cnc3scc(-c4cccs4)c3c2=O)cc1
-1	-4	2	-20	6	-2	6	3	-0.5	COc1ccc(C/C(C)=N/NC(=S)Nc2ccc(Cl)cc2)cc1
2	-1	0.85	-37	2	-4	15	0	0.9	O=C(Cn1cc2c(n1)CCCC2)N1CCCC1
-3	-4	0.13	-28	0	0	11	3	-0.1	COc1ccccc1/C=N/NC(=O)CNC(=O)c1ccc(S(=O)(=O)N(C)C)cc1
-390	5	-0.87	-16	2	5	14	9	-0.2	CC1(C)C(=O)C2(CCCCC2)C(=O)OC1c1cccs1 (stereo unspecified)
14	55*	-0.98	-11	0	-7	6	-2	0.3	Cc1c(Cl)cnc(NC(=O)COC(=O)CCC(=O)c2cccs2)c1Cl
-3	4	0.39	-21[20 µM]	1	-12	13	0	-0.3	COc1ccc2c(c1OC)C(=O)OC2Nc1ncc(Br)cc1Br (stereo unspecified)
4	-3	0.2	-16[20 µM]	7	-19	11	2	0.3	Cc1cc(=O)[nH]c(=S)n1-c1ccccc1
10	-3	-0.81	-13	0	-11	26	5	0.4	Cc1nc(Cl)sc1C(=O)Nc1cccc2ccccc12
4	2	-0.069	-27	-1	-15	5	2	0.8	CC(=O)c1ccc(NC(=O)CN(C)CC(=O)Nc2cccc(F)c2)cc1
-3	-10	0.53	-5	3	-10	10	-2	0.8	CCN(CC)CCCNC(=O)C1c2cc(OC)c(OC)cc2C(=O)N(C)C1c1cccnc1 (stereo unspecified)
3	-1	-1.4	-26	3	-7	15	-2	-0.2	O=C(NCCN1CCOCC1)C1CCN(c2ncnc3c2sc2cccc(F)c23)CC1
1	2	-0.24	-33[20 µM]	1	-8	7	-1	-0.4	CCCn1c(SCC(=O)Nc2ccc(OCC)cc2)nnc1C(C)C
-5	-2	0.0087	-6	1	-4	5	2	0.2	COc1ccc(C(=O)O)cc1S(N)(=O)=O
0	-5	0.77	6	0	-1	5	-2	1.6	CCOC(=O)C(=CNc1ccc(S(N)(=O)=O)cc1)C(=O)OCC
3	-3	nt	-8	-1	-21	11	7	0.4	Brc1ccc(-c2noc(CCc3ccccc3)n2)o1
-6	-5	nt	-13	2	-2	7	1	1.0	CCOC(=O)Cn1nc(C)cc1NC(=O)c1ccncc1
-18	-5	0.74	-9	0	5	0	-2	-0.5	Cc1noc(C)c1-c1nc(CS(=O)(=O)c2ccc(F)cc2)no1
0	0	0.71	-27	0	4	3	4	1.5	O=C1C(Nc2ccccc2)=C2CCCC=C2N1c1ccccc1
5	14	1.5	-9[20 µM]	-1	104*	2	2	0.7	CCCCSc1nc2c(cc1C#N)CCC2
2	0	1.5	-7[20 µM]	-4	-2	-6	-2	-0.5	CCOC(=O)C1CCCN(S(=O)(=O)c2ccc(OC)cc2)C1 (stereo unspecified)
3	0	-0.094	-15[20 µM]	3	-38	11	5	1.2	CCCC1OC23CCCCC2C(C#N)(C(=N)O3)C1(C#N)C#N (stereo unspecified)
1	-8	-0.00091	-14	3	-15	7	0	2.1	CC1(C)CC(=O)C(C=Nc2ccc(O)c(N=CC3=C(O)CC(C)(C)CC3=O)c2)=C(O)C1
-10	-4	-0.61	-10	-7	0	-6	3	-0.8	COc1ccc(C2=NN(CN3C(=O)C(=O)c4ccccc43)C(c3ccc(OC)cc3)C2)cc1 (stereo unspecified)
22	4	nt	-10	1	4	25	1	0.2	COc1cc(CN2CCC(C(=O)N3CCN(c4ccccc4F)CC3)CC2)ccc1O
-13	-8	1.4	-13[20 µM]	3	-2	-10	-2	-0.2	Cc1cc(S(=O)(=O)N2CCCC2)ccc1OCC(=O)N1CCOCC1
5	-2	0.8	-10	9	1	10	-2	1.3	Cc1ccc(SCC(=O)NC2CC3CCC(C2)N3C)cc1 (stereo unspecified)

(list continues)
FXIa inh	thrombin 1536	Cl transport mod	Furin inh	p97 inhibitor	hK5 inh	FXIIa inh 1536	Wee1 stabilizer	PERK inh	mol
4	4	-0.74	-17	3	-19	8	2	-0.3	CCN(CC)C(=O)c1cn(CC)c(=O)c2cc(OC)c(OC)cc12
0	-5	-0.16	-23	2	5	5	-2	1.7	Cc1ccccc1-n1nc(SCC(=O)O)sc1=S
-14	-10	0.64	-158	5	-35	-20	3	1.4	N#Cc1cc2c(=O)n3ccccc3nc2n(CCCN2CCOCC2)c1=O
7	0	nt	-1[20 µM]	-7	-4	-2	-1	-1.5	Cn1c(N)c(C(=O)COC(=O)C23CC4CC(CC(C4)C2)C3)c(=O)n(C)c1=O
-11	-3	nt	-13[20 µM]	3	-11	-4	1	-0.9	COc1ccc(/C=N/NC(N)=S)cc1OC(=O)c1cccc2ccccc12
8	3	0.77	-20[20 µM]	-1	-13	19	1	0.8	COc1ccc(C2=Nc3cc(C)ccc3OC2)cc1
2	-6	0.34	-23	3	2	8	1	1.0	CCC(=O)c1ccc(N2CCC(C)CC2)c(F)c1
4	1	-0.87	-18[20 µM]	-4	5	5	-1	-1.0	CCOC(=O)c1ccc(NC(=O)CN2CCN(c3ccccc3)CC2)cc1
-9	-4	0.46	-13	-2	-3	-4	1	-1.3	O=C(NCCN1CCCCC1)c1c(O)c2ccccc2[nH]c1=O
-15	-2	-1.9	-19	4	2	-10	-3	-1.0	CCOC(=O)Nc1ccc2c(c1)Sc1ccccc1N2C(=O)CCN1CCOCC1
4	-1	0.0074	-26	2	-16	8	0	0.6	CC(C)C(=O)NC(c1ccccc1Cl)c1c(O)ccc2ccccc12 (stereo unspecified)
-5	-12	0.14	-22	10	-4	3	-1	0.8	Cc1cccc(NC(=O)CSc2nc(NS(=O)(=O)c3ccccc3)cc(=O)[nH]2)c1
4	-4	-0.067	-28	1	2	9	0	1.1	COc1cc(/C=N/NC(=O)c2ccccc2O)ccc1OC(=O)CC1SC(=O)NC1=O (stereo unspecified)
14	0	-0.034	-20	3	-11	8	-2	1.3	O=C1CCN(C(=O)c2cccs2)c2ccccc21

High-throughput results as filed in PubChem.
